Bioassay records (PubChem BioAssay)
OX1R antag = antagonists of human orexin 1 receptor (OX1R) | Orexin/Hypocretin receptor type 1 (Homo sapiens), O43613 | OX1R-expressing cells, FRET antagonist read-out | inhibition, % at 6.6 µM | 1.8% of 330,000 active | AID 485270, 2010; in the data active = inhibition mostly above about 38%, no sharp cut-off; inactive = mostly below about 40%;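 also: 0% = agonist challenge alone and 100% = reference antagonist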
Target sequence (O43613 whole entry, looked up): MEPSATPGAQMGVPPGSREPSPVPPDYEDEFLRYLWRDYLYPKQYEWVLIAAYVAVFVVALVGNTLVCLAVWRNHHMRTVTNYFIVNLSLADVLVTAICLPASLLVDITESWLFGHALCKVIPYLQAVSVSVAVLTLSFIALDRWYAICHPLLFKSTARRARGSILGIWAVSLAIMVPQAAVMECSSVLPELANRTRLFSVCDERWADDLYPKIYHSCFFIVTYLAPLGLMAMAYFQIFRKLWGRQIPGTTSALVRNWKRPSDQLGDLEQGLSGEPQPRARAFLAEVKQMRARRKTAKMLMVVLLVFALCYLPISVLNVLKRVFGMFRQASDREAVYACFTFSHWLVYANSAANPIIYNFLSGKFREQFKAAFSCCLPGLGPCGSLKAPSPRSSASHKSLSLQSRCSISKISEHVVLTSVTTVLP
KCNQ2 inh = KCNQ2 potassium channel inhibitors, primary screen, cell-based, CHO-K1, FluxOR thallium flux, B-score (AID 2156); 1.1% of 310,000 active; Potassium voltage-gated channel subfamily KQT member 2 (Rattus norvegicus), O88943; B-score at 10 µM; 20 min; active compounds read low;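 active = fluorescence ratio B-score at most minus 3 library SDs, with starting brightness B-score within 2 library SDs, cut at about -5.5 in these data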
STK33 kinase inh = inhibitors of purified STK33 kinase, primary screen, biochemical, ADP-Glo luminescence, homogeneous, cell-free; Serine/threonine-protein kinase 33 (Homo sapiens), Q9BYT3; MBP phosphorylation; inhibition, % at 10 µM; 0.073% of 320,000 active; AID 2661, 2010;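 active = inhibition at or above 25%, using the most active replicate where run in duplicate; inactive = inhibition below 25%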
Target sequence (Q9BYT3 whole entry, looked up): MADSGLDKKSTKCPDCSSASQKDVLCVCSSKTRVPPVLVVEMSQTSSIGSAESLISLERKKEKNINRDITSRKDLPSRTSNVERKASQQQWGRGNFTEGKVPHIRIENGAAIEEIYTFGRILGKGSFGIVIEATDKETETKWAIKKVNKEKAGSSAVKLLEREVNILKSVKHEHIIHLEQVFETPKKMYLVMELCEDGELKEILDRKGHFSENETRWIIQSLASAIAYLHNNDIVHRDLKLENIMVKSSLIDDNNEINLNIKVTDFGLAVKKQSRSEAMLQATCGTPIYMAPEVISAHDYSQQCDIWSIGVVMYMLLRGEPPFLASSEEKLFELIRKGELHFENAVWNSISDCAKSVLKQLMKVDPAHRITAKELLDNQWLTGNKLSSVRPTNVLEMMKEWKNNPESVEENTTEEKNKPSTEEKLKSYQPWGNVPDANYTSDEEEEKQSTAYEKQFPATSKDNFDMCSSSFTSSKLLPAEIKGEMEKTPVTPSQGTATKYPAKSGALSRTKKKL
An asterisk follows results filed as active; i = inactive; x = no result given.

Values in the order: OX1R antag, KCNQ2 inh, STK33 kinase inh
1	Clc1ccccc1/C=C/c1nc(-c2ccccn2)no1
→ 23.0, i, 3.9
2	O=S(=O)(c1cccc2ccccc12)n1nnc2ccccc21
→ 7.7, i, -3.9
3	Cc1ccc(Cl)c(NC(=O)COC(=O)CNS(=O)(=O)/C=C/c2ccccc2)c1Cl
→ 23.1, i, x
4	CCN(CC)CCCn1c2c(c(SCC(=O)Nc3cc(OC)cc(OC)c3)nc1=O)CCC2
→ 17.3, i, -1.6
5	CCc1cc2c(COC(=O)c3cccc(S(C)(=O)=O)c3)cc(=O)oc2cc1O
→ 26.1, i, 2.6
6	Cc1ccc(-n2c(N)c(C(=O)Nc3c(C)n(C)n(-c4ccccc4)c3=O)c3nc4ccccc4nc32)cc1C
→ 15.8, i, x
7	Cc1cc(-c2ccccc2)nc(SCc2ccc(C(=O)O)cc2)n1
→ x, i, -1.8
8	O=C(N/C(=C\c1ccco1)C(=O)N1CCC(O)CC1)c1ccccc1
→ 16.9, i, 0.0
9	CCn1c(=O)cc(OCC(=O)NCCc2cccc(C)c2)c2ccccc21
→ 20.7, i, 0.3
10	CCOc1cc(/C=N/O)ccc1OCc1ccc(C)cc1
→ 13.6, i, -0.2
11	COc1ccccc1C(=O)N/N=C/c1c[nH]c2ccccc12
→ 0.4, i, -0.4
12	CC(C)C(=O)Nc1ccc(C(=O)NN2C(=O)c3ccccc3C2=O)cc1
→ 16.7, i, x
13	CCOC(=O)CCCNS(=O)(=O)c1c(C)ccc2nsnc12
→ 38.1, i, x
14	COCCNC(=O)c1cnn2c(C(F)(F)F)cc(-c3ccc(C)cc3)nc12
→ 16.2, i, 0.5
15	O=C1C(Cl)=C(NCc2cccnc2)C(=O)c2ccccc21
→ 83.8*, i, 0.9
16	CCCCNC(=S)NNC(=O)c1cccnc1
→ 9.7, i, -6.2
17	Cn1cnc([N+](=O)[O-])c1Oc1ccccc1
→ 47.8, i, 1.0
18	Cc1ccc(S(=O)(=O)N(c2ccccc2)C2CCS(=O)(=O)C2)cc1 (stereo not given)
→ 11.7, i, -0.5
19	CCN1C(=O)[C@@H]2C(C(=O)c3cnccn3)=NN[C@@H]2C1=O
→ 11.1, i, 0.2
20	Cc1nnsc1C(=O)NC1CCCc2c1cnn2-c1ccccc1F (stereo not given)
→ 14.7, i, 0.1
21	C(#Cc1ccc(C#CCN2CCOCC2)cc1)CN1CCOCC1
→ 10.6, i, -0.4
22	COc1ccc(CC2(CO)CCN(S(=O)(=O)c3c(C)nn(C)c3C)CC2)cc1
→ 9.3, i, -1.1
23	O=C1CC(C(=O)Nc2ccc(Cl)cc2)S/C(=N\N=C\c2ccco2)N1 (stereo not given)
→ 23.9, i, 0.1
24	CC(C)CN(CC(C)C)C(=O)c1cccc(S(=O)(=O)N2CCc3ccccc32)c1
→ 14.7, i, -1.6
25	CCn1c(NC(=O)C(C)C)c(-c2ccccc2)c(=O)c2ccccc21
→ 5.8, i, 0.0
26	CC(=O)Nc1ccccc1OCC(=O)NCC(F)(F)F
→ 0.3, i, 0.8
27	OCC[C@H]1C[C@@H](O)[C@H](O)[C@@]2(Cc3ccccc3CCO2)O1
→ 8.1, x, -1.0
28	Cc1ccc(NC(=O)Cc2ccc(Cl)cc2)cc1S(=O)(=O)N1CCCCCC1
→ 5.1, x, 0.9
29	CCOC(=O)c1ccc(NC(=S)N2CCCC(C(=O)N3CCCC3)C2)cc1 (stereo not given)
→ 4.4, i, -2.4
30	COc1ccc(/C=C/C(=O)OCC(=O)NC2CCCC2)cc1OC
→ 15.8, x, -0.8
31	CCOc1nsc(OCC)n1
→ 4.1, i, -0.1
32	Cc1cccc(CN2C(=O)N/C(=C/c3cc(C)n(-c4ccccn4)c3C)C2=O)c1
→ 29.4, i, -0.6
33	O=C(CCc1nnc2n(Cc3ccc(F)cc3)c(=O)c3ccccc3n12)N1CCN(c2ccccn2)CC1
→ 6.7, i, -0.1
34	CC(C)(C)NC(=O)NC(=O)COC(=O)c1ccco1
→ -1.0, i, 0.1
35	O=C(Cn1cc([N+](=O)[O-])cn1)NCCc1c[nH]c2ccccc12
→ 29.9, i, -0.4
36	Nc1ccc(C(=O)OCc2ccncc2)cc1[N+](=O)[O-]
→ 26.3, i, -2.1
37	N#Cc1ccc2ccn(CC(=O)NC3CCCCCC3)c2c1
→ 14.3, i, -0.5
38	COC(=O)N/N=C/c1cc(C)n(-c2ccc(Br)cc2)c1C
→ 2.3, i, -0.9
39	Cc1ccc(NC(=S)N2CCC(c3nc4ccccc4s3)CC2)cc1C
→ 28.4, i, -0.7
40	Cc1cc(C(=O)COC(=O)C(C)NC(N)=O)c(C)n1Cc1ccco1 (stereo not given)
→ 4.2, i, 0.8
41	CCC(C)N(CC(=O)NCc1ccc(OC)cc1)C(=O)c1csnn1 (stereo not given)
→ 10.8, i, -0.2
42	COc1ccc(OC)c(/C=C/c2c([N+](=O)[O-])c(=O)n(C)c(=O)n2C)c1
→ 15.2, i, -1.7
43	CCOC(=O)C1=C(c2ccccc2)NC(N)=NC1c1ccc(OCc2ccc(Cl)cc2)c(OC)c1 (stereo not given)
→ 8.5, -6.17*, 7.9
44	COc1ccccc1C(CNC(=O)c1ccc(NS(=O)(=O)c2ccc(F)c(C)c2)cc1)N1CCCC1 (stereo not given)
→ 16.8, i, 0.5
45	O=S(=O)(NCc1ccco1)c1cccc(S(=O)(=O)N2CCOCC2)c1
→ 6.7, i, -2.2
46	O=C(OCc1nnc(-c2ccccc2Br)o1)c1ccco1
→ -1.6, x, -0.9
47	COc1ccc(CC(=O)Nc2nc(-c3cccc([N+](=O)[O-])c3)cs2)cc1
→ 4.7, i, -0.7
48	COc1cccc(OCC(=O)N(Cc2nc(-c3ccc(Cl)cc3)no2)C(C)C)c1
→ 46.7*, i, -0.7
49	COc1ccc(S(=O)(=O)N(CC(=O)N2CCCC2)Cc2ccccc2)cc1
→ 18.8, i, -3.1
50	O=C(N/N=C/c1ccccn1)c1cc(-c2ccc(Cl)cc2)nc2ccccc12
→ 5.0, i, x

(continued)
Values in the order: OX1R antag, KCNQ2 inh, STK33 kinase inh
51	COc1ccccc1NC(=O)CN1C(=O)COc2ccc(S(=O)(=O)N3CCC(C)CC3)cc21
→ 4.5, i, -1.7
52	CCc1nnc(NS(=O)(=O)c2ccc(NC(=O)c3ccc(Br)cc3)cc2)s1
→ 6.1, i, -1.1
53	COc1cc(CC(=O)OCC(=O)Nc2ccc([N+](=O)[O-])cc2)cc(OC)c1OC
→ 27.7, i, -0.2
54	CCc1ccc(S(=O)(=O)NCc2cn3ccccc3n2)s1
→ 14.6, i, -1.0
55	CC1(C)C2CCC1(C)C(NCC(O)COc1ccc(C#N)cc1)C2 (stereo not given)
→ -2.3, i, -2.4
56	NS(=O)(=O)c1ccc(CCNC(c2ccccc2)c2ccccc2)cc1
→ 11.9, i, -0.5
57	COc1ccc(S(=O)(=O)N2CCOC2CNC(=O)C(=O)NCc2ccc3c(c2)OCO3)cc1OC (stereo not given)
→ 22.7, i, -3.6
58	COc1ccc(OCCSc2nnc(CCNC(=O)c3ccc(OC)cc3)n2C)cc1
→ 1.7, i, -0.9
59	COc1ccccc1/C=C/C=N\N1CCN(Cc2ccccc2Cl)CC1
→ 19.4, i, -0.3
60	NS(=O)(=O)c1cccc(NC(=O)COc2ncnc3c2cnn3-c2ccccc2)c1
→ 19.8, i, -0.5
61	CC/C(=N\NC(=O)c1ccc2c(c1)OCO2)C12CC3CC(CC(C3)C1)C2
→ 30.9, i, 1.4
62	O=C(NCc1ccc(F)cc1)c1nc(-c2cccs2)no1
→ 8.8, i, -0.3
63	Cc1ccc(NC(=O)CCN2C(=O)c3ccncc3C2=O)cc1
→ 40.8, i, -1.9
64	COC(=O)NN1C(=O)C(c2ccccc2)=C(c2ccc(Cl)cc2)C1=O
→ 2.9, -8.78*, -1.8
65	Cc1ccc(S(=O)(=O)NCc2ccccc2)cc1C(=O)N1CCCCC1
→ 26.8, i, -1.9
66	Cc1cc(NS(=O)(=O)c2ccc(NC(=O)c3cc(-c4ccccc4Cl)nc4ccccc34)cc2)no1
→ 24.1, i, -1.1
67	CCc1cc(=O)oc2cc(OC(C)C(=O)NCC(O)c3ccccc3)c(Cl)cc12 (stereo not given)
→ 17.7, i, 0.6
68	CC(=O)O/N=C(/c1nonc1N)N(C)C
→ 18.6, i, 1.6
69	Cc1csc2nc(CNC(=O)CCC(=O)O)cn12
→ 10.6, i, -0.8
70	CCc1c(C)nc2ncnn2c1N1CCCC(C(=O)NCc2ccc3c(c2)OCO3)C1 (stereo not given)
→ 10.7, i, -0.4
71	CC(C)CN(C(=O)CSc1nnc(-c2cccs2)n1N)c1c(N)n(Cc2ccccc2)c(=O)[nH]c1=O
→ 28.7, i, x
72	CCOC(=O)c1sc(/N=C/c2c(C)[nH]n(-c3ccccc3)c2=O)c(C#N)c1C
→ 10.1, i, -1.5
73	COc1ccccc1CC(=O)NC1CC1
→ 1.3, i, 0.4
74	C/C(=N\N=C(/C)c1cccc(N)c1)c1cccc(N)c1
→ 2.9, i, 0.7
75	CCOc1ccccc1NC(=O)NNC(=O)CCc1ccc(OC)cc1
→ x, i, -2.1
76	O=C(Nc1ccccc1)Nc1nccs1
→ 3.8, i, 2.2
77	COCCCNC(=O)CN1C(=O)c2ccccc2C1=O
→ 9.7, i, -1.4
78	Cc1ccc(S(=O)(=O)NCCC(=O)NCCc2ccc(S(N)(=O)=O)cc2)cc1C
→ -2.0, x, -0.4
79	Nc1c(-c2ccsc2)cnc2ncnn12
→ 21.9, i, -0.4
80	O=C(COc1ccc(S(=O)(=O)N2CCOCC2)cc1)NCc1ccco1
→ 23.0, i, -0.8

Compounds above containing an NH in an aromatic ring (4):
Values in the order: OX1R antag, KCNQ2 inh, STK33 kinase inh
11	COc1ccccc1C(=O)N/N=C/c1c[nH]c2ccccc12
→ 0.4, i, -0.4
35	O=C(Cn1cc([N+](=O)[O-])cn1)NCCc1c[nH]c2ccccc12
→ 29.9, i, -0.4
71	CC(C)CN(C(=O)CSc1nnc(-c2cccs2)n1N)c1c(N)n(Cc2ccccc2)c(=O)[nH]c1=O
→ 28.7, i, x
72	CCOC(=O)c1sc(/N=C/c2c(C)[nH]n(-c3ccccc3)c2=O)c(C#N)c1C
→ 10.1, i, -1.5

(next part)
Values in the order: OX1R antag, KCNQ2 inh, STK33 kinase inh
81	CC(C)OC(=O)CSc1nc2ncc(Cl)cc2[nH]1
→ 20.3, i, -0.3
82	Cc1cccc(NC2=NC3(CCCCC3)N=C(N)N2)c1
→ 0.5, x, 0.2
83	Cc1cc(N)ccc1NC(=O)c1ccccc1
→ 13.7, i, -0.3
84	O=C(CCCCCn1c(=S)[nH]c2cc3c(cc2c1=O)OCO3)N1CCN(C2CCCCC2)CC1
→ 7.9, i, -4.7
85	COc1cccc(NC(=O)COC(=O)CCC(=O)c2cccs2)c1
→ 3.9, x, -0.1
86	CCOc1ccc(Cn2c(O)cc(=O)[nH]c2=O)cc1
→ 4.0, i, -0.8
87	C=CCOC(=O)C1=C(C)NC(SCC(=O)N(CC)CC)=C(C#N)C1c1ccccc1 (stereo not given)
→ 23.9, i, -0.8
88	CCCNS(=O)(=O)c1ccc(CCC(=O)NCc2ccc3c(c2)OCO3)cc1
→ 11.1, i, -0.5
89	COc1ccc(NC(=O)COc2cc(O)c3c(c2)OC(C)(C)CC3=O)cc1
→ 7.9, i, 0.4
90	Cc1cc(Oc2ccc(=O)n(C)n2)nc(SCCOc2ccccc2)n1
→ 9.0, i, -2.4
91	CCOC(=O)c1c(C)[nH]c(C)c1S(=O)(=O)N(C)CC(=O)N(C)Cc1ccccc1
→ 16.9, i, -0.1
92	Cc1ccc2[nH]c(=O)c(CN(C(=O)c3cccc([N+](=O)[O-])c3)C(C)(C)C)cc2c1
→ 28.5, i, 0.7
93	CCCc1cc(C(=O)N2CCCC(N3CCN(c4ccccc4F)CC3)C2)n(C)n1 (stereo not given)
→ 4.7, i, -1.6
94	C=CC[C@H](CC(=O)N(CCO)Cc1ccccc1)C(=O)N[C@@H](C)COC(=O)[C@@H](CC=C)Cc1ccc(F)cc1
→ 24.8, x, -1.2
95	Cc1ccc(NC(=O)c2nc[nH]c2C(=O)N2CCN(c3ccccc3)CC2)cc1
→ 11.1, i, 0.0
96	CCN(C[C@H]1N[C@@](CC)(C(=O)OC)[C@H]2C(=O)N(Cc3ccccc3)C(=O)[C@@H]12)S(=O)(=O)c1ccc(OC)cc1
→ 6.3, x, 0.3
97	Nc1nc(SCc2ccccc2)ns1
→ 11.5, i, -1.0
98	Cc1ccc(NC(=O)Cn2cnc3c(nnn3Cc3ccc(F)cc3)c2=O)cc1
→ 4.0, i, -1.2
99	COc1cccc(CN(CC2CCCO2)S(=O)(=O)c2ccc(S(=O)(=O)NCC3CCCO3)cc2)c1OC (stereo not given)
→ 16.9, i, -2.3
100	CCCCN(CCCC)CCNC(=O)c1ccc2nc(-c3ccccc3NC(C)=O)c(=O)[nH]c2c1
→ 27.9, i, 0.2
101	Cc1ccc(C(=O)CCC(=O)OCc2nnc(-c3ccccc3)o2)cc1
→ 11.4, i, 0.0
102	Cc1nnc2ccc(-c3cccc(NS(=O)(=O)c4ccccc4[N+](=O)[O-])c3)nn12
→ 40.0, i, -0.7
103	O=S(=O)(NCCN1CCCC1)c1cccc2cccnc12
→ 9.3, i, 0.5
104	O=C(c1ccccc1)C1Oc2ccccc2C2CC(c3cccs3)=NN12 (stereo not given)
→ 23.9, i, -0.7
105	CSCCC(=O)N(C)CC1CCCN(CCc2cccc(C(F)(F)F)c2)C1 (stereo not given)
→ 10.6, i, -0.3
